hgDAF12 agonist = activates the H. glycines DAF-12 receptor ligand-binding domain. HEK293 GAL4-hgDAF12 UAS-luciferase reporter, agonist luminescence; normalized to butyrate control. activation, % at 6.8 µM. 1.8% of 370,000 active;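 active means activation above a cutoff set at the mean of all screened compounds plus 3 SD, cut at about 10% in these data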;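 further: 0% = DMSO wells and 100% = sodium butyrate wells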
DAX1 inh-1 = inhibitors of DAX1 repression of SF-1 activated StAR promoter | HEK293T StAR-luciferase reporter, SF-1/DAX-1 repression relief | AID 652010 | 1.1% of 370,000 active | inhibition, % at 6.8 µM;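 active means inhibition above the mean over all tested compounds plus 3 SD, cut at about 3.6% in these data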;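 further: 0% = DAX-1 cells with DMSO and 100% = cells lacking DAX-1 with DMSO; higher inhibition means more luminescence from relief of DAX-1 repression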
ADAM17 inh = inhibitors of human ADAM17. P78536. recombinant ADAM17, EDANS/DABCYL FRET peptide cleavage. inhibition, % at 6.95 µM. 0.83% of 370,000 active;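 active means inhibition above the mean of compounds lying between control limits plus 3 SD, set per campaign, cut at about 8.5% in these data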;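 further: 0% = DMSO-only wells as the low control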
Target sequence (P78536 215-824 limits assumed): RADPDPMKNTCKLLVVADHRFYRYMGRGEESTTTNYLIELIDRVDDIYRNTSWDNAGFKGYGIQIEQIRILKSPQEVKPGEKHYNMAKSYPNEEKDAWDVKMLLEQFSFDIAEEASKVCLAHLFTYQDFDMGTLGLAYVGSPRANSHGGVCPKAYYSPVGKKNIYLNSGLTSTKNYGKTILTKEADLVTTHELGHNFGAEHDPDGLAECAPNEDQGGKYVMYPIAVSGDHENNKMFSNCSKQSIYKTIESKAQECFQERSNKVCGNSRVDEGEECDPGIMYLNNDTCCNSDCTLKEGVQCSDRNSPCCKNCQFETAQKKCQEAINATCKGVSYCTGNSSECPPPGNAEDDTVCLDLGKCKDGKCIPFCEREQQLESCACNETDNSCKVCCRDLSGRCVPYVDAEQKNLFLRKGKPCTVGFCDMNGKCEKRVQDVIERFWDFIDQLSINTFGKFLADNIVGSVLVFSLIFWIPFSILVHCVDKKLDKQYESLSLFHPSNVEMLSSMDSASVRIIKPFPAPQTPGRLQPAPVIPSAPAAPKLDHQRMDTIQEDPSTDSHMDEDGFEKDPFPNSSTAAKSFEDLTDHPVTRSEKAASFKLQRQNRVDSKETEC
SMARCA2 act = activators of SMARCA2 function | activation, % at 9.1 µM | 1% of 370,000 active | AID 652017 | MG213 cells, MMTV-luciferase reporter, dexamethasone, overnight; in the data active means activation above about 7.8%;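 further: 0% = vehicle wells and 100% = reference activator wells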
hcDAF12 agonist = H. contortus DAF-12 activation, primary screen. activation, % at 6.8 µM. 1.4% of 370,000 active. HEK293 hcDAF-12 lit1-tk-luc reporter, luminescence; 0% DMSO, 100% Δ7-dafachronic acid;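 active means activation above the mean of all tested compounds plus 3 SD, cut at about 5.5% in these data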;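 further: 100% = response to 3 µM Δ7-dafachronic acid high control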
DAX1 inh-2 = inhibits human nuclear receptor DAX1; P51843; HEK293 Gal4-DAX1 luciferase reporter, luminescence; inhibition, % at 6.75 µM; 0.99% of 340,000 active; AID 504766;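 active means inhibition above the mean over all tested compounds plus 3 SD, cut at about 4.2% in these data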;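 further: 0% = DAX1-transfected cells with DMSO and 100% = empty-vector control cells with DMSO; inhibition shows as a rise in luminescence from relieved DAX1 repression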
ADAM10 inh = inhibitors of human ADAM10; O14672; 0.62% of 370,000 active; recombinant ADAM10, EDANS/DABCYL FRET peptide cleavage, 3 h; inhibition, % at 7 µM;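 active means inhibition above a per-campaign cutoff equal to the mean of compounds falling between control-based bounds plus 3 SD, cut at about 20% in these data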;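 further: 0% = DMSO wells while the 100% control is not disclosed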
Target sequence (O14672 214-748 limits assumed): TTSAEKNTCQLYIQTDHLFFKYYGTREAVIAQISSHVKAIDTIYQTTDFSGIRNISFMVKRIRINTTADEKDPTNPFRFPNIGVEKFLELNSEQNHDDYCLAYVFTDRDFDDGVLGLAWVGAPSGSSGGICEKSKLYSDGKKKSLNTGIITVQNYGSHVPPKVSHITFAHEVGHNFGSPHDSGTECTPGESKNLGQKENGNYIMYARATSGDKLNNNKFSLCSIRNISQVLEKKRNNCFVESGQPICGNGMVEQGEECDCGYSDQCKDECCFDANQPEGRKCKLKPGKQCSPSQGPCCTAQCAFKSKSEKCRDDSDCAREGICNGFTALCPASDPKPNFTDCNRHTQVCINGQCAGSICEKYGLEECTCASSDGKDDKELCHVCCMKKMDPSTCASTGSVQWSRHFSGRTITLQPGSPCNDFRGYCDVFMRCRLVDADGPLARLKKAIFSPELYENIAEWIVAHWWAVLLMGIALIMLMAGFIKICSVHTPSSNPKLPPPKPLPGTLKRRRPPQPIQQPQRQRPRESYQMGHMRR
GC-A act = GC-A (human) enzyme activation. P16066. HEK293 GC-A cells, cGMP TR-FRET, EC30 ANP; 0% at EC30 ANP, 100% saturating ANP. activation, % at 10 µM. 0.14% of 370,000 active. AID 1671463; in the data active means activation above about 40%
ssDAF-12 act = activators of S. stercoralis DAF-12 nuclear receptor | HEK293 ssDAF-12/GRIP1 lit1-tk-luc reporter, luminescence; % of 3 µM dafachronic acid response | activation, % at 6.8 µM | 1% of 370,000 active;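 active means activation above the mean over all tested compounds plus 3 SD, cut at about 0.9% in these data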;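 further: 0% = DMSO-only wells and 100% = 3 µM delta7-dafachronic acid wells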
PG9 Ab binder = binds the HIV-1 gp120 antibody PG9; 0.43% of 360,000 active; inhibition, % at 6.7 µM; AID 624416; TR-FRET gp120-PG9 antibody binding; in the data active means inhibition above about 8.5%
FXN GAA850 act = increases GAA850 frataxin promoter reporter activity; 0.56% of 360,000 active; activation, % at 6 µM; HEK293 lucGAA850 FXN promoter luciferase reporter, 24 h; percent of 10 µM SAHA response;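 active means activation above the average of all compounds screened plus 3 SD, cutoff fixed separately per campaign, cut at about 7.5% in these data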;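 further: 0% = DMSO wells and 100% = 10 µM SAHA wells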
Starred values were filed as active, the others as inactive; . = not tested or not shown.

SMILES	hgDAF12 agonist	DAX1 inh-1	ADAM17 inh	SMARCA2 act	hcDAF12 agonist	DAX1 inh-2	ADAM10 inh	GC-A act	ssDAF-12 act	PG9 Ab binder	FXN GAA850 act
COc1ccc([C@H]2CC(=O)C=C(c3ccc(-c4ccccc4)c(F)c3)C2)cc1OC	1.6	-0.7	-8	0	-0.4	1.2	1	-2	-1.4	-0.6	0.5
CCCCSc1nnc(CSc2nc3nc(C)cc(C)n3n2)o1	1.6	-0.4	-6	0	-1.7	-0.2	1	0	-1.8	0.7	1.1
CCCCCCN1CC(C(=O)OCC)C(=O)C1=O (centres undefined)	-1.1	0.7	-2	0	-0.9	-0.3	-3	2	0.1	-3.2	1.0
N#CC1=C(N)C(C#N)(C#N)C(c2cccnc2)C2CN(C(=O)OCc3ccccc3)CC=C12 (centres undefined)	-0.6	-0.3	-4	-2	-1.9	0.7	-12	0	-1.5	1.3	3.2
Nc1nc(SCC(=O)c2c(N)n(C3CC3)c(=O)[nH]c2=O)n[nH]1	-0.6	-0.2	0	-2	-1.7	-0.5	-3	0	-0.5	0.1	-0.5
COCCN1C(=O)c2ccccc2C1c1nnnn1C(C)C (centres undefined)	-2.0	-0.6	0	-4	-0.4	.	-17	0	-0.7	-1.4	.
CCOC(=O)N1CCN(C(=O)c2cc3cc(OC)c(OC)cc3[nH]2)CC1	-2.0	0.1	-40	-3	-2.4	-0.3	-94	1	-0.4	0.0	-0.4
O=C(NC1CCCCCC1)c1ccc(CS(=O)(=O)Cc2ccc(F)cc2)o1	1.1	0.8	-3	0	-2.5	-0.1	-6	0	-0.8	0.3	3.7
O=C(O)Cc1c(O)ccc2ccccc12	1.1	0.7	-34	1	0.0	-0.4	-86	0	0.2	-0.9	0.3
CC1CC(C)(C)NC(=S)N1CCC(=O)N1CCc2ccccc21 (centres undefined)	0.1	0.1	-5	0	0.9	-1.4	2	3	-0.3	-1.4	1.0
Cc1ccc(CNC(=O)CSc2n[nH]c(N)n2)cc1	1.4	0.1	-3	-3	-1.3	1.2	5	-1	-1.2	-0.7	0.7
Cc1nc(C)c(C(=O)O)s1	0.1	0.2	-1	3	-1.1	0.6	5	3	-1.7	-0.7	-1.6
COc1cc(CNCc2cccs2)ccc1OCc1cccs1	1.6	0.4	2	3	-1.4	0.1	5	-33	-1.6	-1.8	1.1
O=C(Nc1ccc(S(=O)(=O)NCC2CCCO2)cc1)c1ccc(F)cc1 (centres undefined)	-4.4	-0.9	3	-4	-3.8	-1.6	8	1	-1.6	1.3	-0.9
CCCS(=O)(=O)N1CCC(C(=O)NC2CCC(C)CC2)CC1 (centres undefined)	2.7	0.1	-7	3	-0.1	0.6	-11	1	-0.5	0.8	2.9
CC1CCN(C(=S)NC(=O)c2ccco2)CC1	-7.2	-4.6	3	-2	-1.6	1.0	-1	1	-1.4	-2.4	-1.2
CCCc1cc(-c2nc(-c3ccc(Cl)cc3)cs2)ccn1	0.9	-1.2	-6	3	-0.2	-0.8	3	0	-1.4	0.4	1.2
COc1ccc(C(=O)Nc2ccccc2C)cc1S(=O)(=O)N1CCOCC1	-1.9	0.6	-3	-4	0.4	-1.6	-10	2	-0.9	-2.4	0.9
Cc1nc2c(ccc3nc(NC(=O)C(c4ccccc4)c4ccccc4)sc32)s1	0.1	0.2	-1	1	5.3	-0.6	3	-2	2.5*	-1.5	-13
COc1ccccc1CC(=O)NC1CCCc2ccccc21 (centres undefined)	1.2	0.1	2	1	-1.3	0.6	8	-5	-1.4	-2.0	0.3
O=C(COc1cccc(C(F)(F)F)c1)Nc1cccnc1	1.5	-0.3	1	8.4*	-0.9	-0.5	-2	-2	-1.9	-1.1	0.7
Cc1cc(C(=O)COc2ccc(C#N)cc2)c(C)n1-c1ccc2c(c1)OCO2	-1.8	-0.4	-2	-3	-1.6	-0.8	-8	-5	-0.8	1.4	2.0
O=C(NNS(=O)(=O)c1ccc(Br)cc1)c1sccc1-n1cccc1	0.2	-0.3	0	2	-1.2	-0.2	-1	-7	-1.2	-3.4	-0.3
COC(=O)c1ccc(C(c2c(C)[nH][nH]c2=O)c2c(C)[nH][nH]c2=O)cc1	0.3	0.3	2	2	-0.1	-0.4	5	-1	-1.4	-0.6	-0.9
CCNC(=O)CN(c1ccc(C)cc1)S(=O)(=O)c1ccc(SC)cc1	-0.1	-0.6	-3	3	0.5	2.4	3	-4	-0.6	-2.4	0.7
CCOc1ccc(C(=O)Nc2ccc(S(=O)(=O)N3CCN(C)CC3)cc2)cc1	-4.0	-0.5	-7	-4	0.5	-1.6	-2	1	-2.0	-1.9	-0.2
Cc1ccccc1CC(=O)Nc1ccon1	0.5	0.6	1	1	-0.7	0.2	6	6	-1.3	-0.5	-1.6
Cc1ccc(N2CC(C(=O)N3CCC(C(=O)Nc4cccc(Br)c4)CC3)CC2=O)cc1 (centres undefined)	1.9	-0.2	1	-3	-3.0	-0.1	9	3	-1.4	-0.2	-1.5
NC(=O)C1CCN(C(=O)CCSCc2ccc(Cl)c(Cl)c2)CC1	0.1	0.0	1	1	0.1	-0.6	4	2	-1.5	-1.0	4.0
CCCCCCCCn1c(N2CCN(c3cccc(Cl)c3)CC2)nc2c1c(=O)[nH]c(=O)n2C	1.8	0.2	-4	-4	0.1	-0.4	-3	-9	-1.5	0.1	0.2
Cc1oc2ccc(NS(=O)(=O)c3cccc4cccnc34)cc2c1C(=O)OC(C)C	0.7	-0.3	2	-1	0.6	-1.9	13	-1	-1.7	-2.8	2.9
C(=N\n1cnnc1)/c1ccc(OCc2ccccc2)cc1	5.3	-0.3	1	4	1.2	1.4	2	3	-1.2	-0.6	-0.3
Cc1cc(C(=O)N2CCCC(Nc3ccc(C(C)C)cc3)C2)nn1C (centres undefined)	-0.3	-0.1	0	-3	-1.9	-0.2	-2	3	-1.4	-0.8	1.3
Cc1nc(CCNC(=O)C2CCC(=O)N(Cc3cccc(F)c3)C2)sc1C (centres undefined)	1.3	-0.3	-11	3	-2.5	2.5	-6	2	-1.3	-1.3	-0.1
Cc1ccc2ncnc(Oc3ncccc3[N+](=O)[O-])c2c1	-0.7	0.0	-4	1	3.9	2.8	-10	-6	-0.7	-2.2	3.3
CCN(CC)C(=O)CNC(=S)N(CCCN1CCOCC1)Cc1cccs1	-1.1	-0.3	2	-5	-2.7	-1.2	1	4	-0.9	-0.6	-2.7
CCOC(=O)CNC(=O)CNC(=O)c1nn(-c2ccc(OC)c(Cl)c2)c(=O)c2ccccc12	-2.8	0.0	-5	-1	-2.6	-1.2	-7	-2	-1.0	-0.6	0.9
COc1ccc(CC(=O)Nc2cccc(-c3ccc4nncn4n3)c2)cc1OC	-3.9	-2.5	0	-6	-3.5	-4.6	6	5	-2.0	0.6	0.3
NC(=O)CN1CCN(c2nc(-c3ccc(F)cc3)cs2)CC1	-1.4	-0.1	-3	1	-1.3	-1.3	-1	-2	-0.7	-2.1	2.8
O=C1c2ccccc2-c2nnc(-c3ccc(F)cc3)cc21	15*	2.4	-5	4	6.0*	7.1*	2	0	1.4*	-1.7	1.7
O=S(=O)(c1ccccc1Cl)N1CCC(O)(c2cccnc2)CC1	-2.7	0.0	1	-1	-0.5	-1.0	1	2	-0.5	0.1	0.4
C[C@H](CO)N1C[C@H](C)[C@H](CN(C)C(=O)Nc2ccccc2F)OCc2cnnn2CCCC1=O	-1.1	0.2	-2	-3	-0.1	0.0	2	3	-0.7	-0.8	0.4
COc1ccc(OC(=O)CCc2c[nH]c3ccccc23)cc1	1.4	0.3	4	1	3.9	-1.3	7	0	-0.4	-0.3	1.1
COc1ccc(CNC(=O)c2cn(Cc3ccc(OC(C)=O)cc3)c(=O)s2)cc1	1.1	0.3	-1	-1	0.1	.	-5	1	-1.4	-1.6	1.1
COc1ccccc1C1C(C#N)=C(N)Oc2cc(C)n(Cc3ccccn3)c(=O)c21 (centres undefined)	3.0	0.7	-3	-1	1.0	0.6	-9	4	-1.1	0.0	-0.8
CCN(CC(=O)Nc1ccc(NC(C)=O)cc1)CC(=O)Nc1ccc(Cl)c(Cl)c1	-4.1	-0.3	-2	-2	1.6	-0.7	-6	2	-0.1	-0.2	-1.5
O=C(Nc1cccc(Cl)c1)Nn1cnnc1	-0.2	0.2	-6	-1	-0.3	0.2	-6	4	-1.7	0.5	-0.8
O=C(CC(=O)N/N=C/c1ccc(F)cc1)N/N=C/c1ccc(F)cc1	-1.0	0.4	-6	-1	-1.1	-1.7	-5	-2	-1.0	1.6	1.5

A draw from above in order of SMILES length, rising:
SMILES	hgDAF12 agonist	DAX1 inh-1	ADAM17 inh	SMARCA2 act	hcDAF12 agonist	DAX1 inh-2	ADAM10 inh	GC-A act	ssDAF-12 act	PG9 Ab binder	FXN GAA850 act
CC1CCN(C(=S)NC(=O)c2ccco2)CC1	-7.2	-4.6	3	-2	-1.6	1.0	-1	1	-1.4	-2.4	-1.2
CCNC(=O)CN(c1ccc(C)cc1)S(=O)(=O)c1ccc(SC)cc1	-0.1	-0.6	-3	3	0.5	2.4	3	-4	-0.6	-2.4	0.7
CCN(CC(=O)Nc1ccc(NC(C)=O)cc1)CC(=O)Nc1ccc(Cl)c(Cl)c1	-4.1	-0.3	-2	-2	1.6	-0.7	-6	2	-0.1	-0.2	-1.5

(listing goes on)
SMILES	hgDAF12 agonist	DAX1 inh-1	ADAM17 inh	SMARCA2 act	hcDAF12 agonist	DAX1 inh-2	ADAM10 inh	GC-A act	ssDAF-12 act	PG9 Ab binder	FXN GAA850 act
COc1ccc(CCN=C(NS(=O)(=O)c2ccc(Cl)cc2)c2ccccc2)cc1	2.1	-1.1	5	-3	-2.7	.	7	-11	-1.3	-1.1	.
N#Cc1ccccc1S(=O)(=O)N1CCN(c2nc(-c3cccs3)nc3ccccc23)CC1	-4.1	.	-2	.	-3.4	.	-9	-4	-2.5	.	.
CCC(C)NCCOCCOc1ccc(F)cc1 (centres undefined)	-0.2	-0.5	-1	3	0.1	0.2	-3	1	-1.1	1.1	-0.7
CCOc1ccc(NS(=O)(=O)c2ccc(C(=O)N(C)CC(=O)Nc3cccc(OC)c3)cc2)cc1	-4.9	-5.4	1	-4	-3.7	-1.3	10	-11	-2.0	-0.5	-2.0
COc1ccc(-n2nc(C(=O)NCC(=O)NCCN(C)C)c3ccccc3c2=O)c(OC)c1	-0.1	-0.4	-8	-4	1.8	0.2	4	6	-1.4	-0.8	0.8
CN1CCN(C(=O)Nc2ccc3c(c2)N(C)C(=O)c2ccccc2S3)CC1	0.2	0.1	-4	0	-0.5	-0.4	9	3	-1.7	-1.4	-0.3
Cc1ccc2c(C)c(C(=O)N(C)Cc3nccn3C)oc2c1C	-1.6	-1.9	-8	-1	-2.2	-0.6	1	2	-1.2	1.2	0.8
CCc1ccc(-c2nc(CS(=O)CC(=O)NCCc3ccccc3)c(C)o2)cc1 (centres undefined)	3.2	0.1	-2	-1	1.4	-0.2	5	2	-0.9	-1.9	4.0
CCCn1c(C)cc(C(=O)COC(=O)c2nccnc2N)c1C	13*	5.7*	-32	3	7.4*	0.2	-94	.	1.3*	-0.8	-0.4
O=C(NCSc1ccccc1)c1ccccc1	9.6	1.2	-4	6	4.8	1.3	-8	6	0.0	-0.3	1.6
O=c1c2c(-c3ccco3)csc2nc(SCc2cn3cccnc3n2)n1-c1ccccc1	-3.4	0.8	-14	-4	-0.9	-0.9	-57	1	-0.8	3.3	4.5
CSCCC(NC(=O)C1CCC(C)CC1)C(=O)OCC(=O)c1ccc(Cl)cc1 (centres undefined)	-4.6	-0.4	-1	-2	-0.6	1.8	-6	5	-0.4	-2.9	2.1
